From PubChem BioAssay
PfHsp40 rescue: compounds rescuing yeast from Plasmodium falciparum HSP40 toxicity | S. cerevisiae expressing PfHsp40, growth rescue, ATP luminescence | growth rescue, % at 12.5 µM | hit rate 0.68% among 340,000 | AID 504582; in the data active means growth rescue above about 28%, passing the limit was not always enough; inconclusive means no clear call, values can overlap the other calls;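 further: yeast W303a lacking pdr1 and pdr3 grown in galactose medium; growth measured after three days at 30 °C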
CCHFV vOTU inh: CCHFV vOTU protease inhibition | AID 651958 | hit rate 0.55% among 370,000 | inhibition, % at 11.5 µM | Pep-AMC fluorescence; in the data active means inhibition above about 30%; further: 0% = vehicle wells with enzyme and 100% = no enzyme wells
BoNT A protease: BoNT A light chain protease inhibition; multiplex microsphere protease substrate cleavage, flow cytometry; inhibition, % at 10 µM; AID 588499; hit rate 0.17% among 360,000; further: plate controls were buffer without enzyme for full effect and enzyme alone for no effect
BoNT-F LC inh: blocks Botulinum neurotoxin F light chain protease; Multiplex microsphere protease cleavage assay, flow cytometry; inhibition, % at 10 µM; hit rate 0.22% among 360,000; in the data active means inhibition above about 35%, passing the limit was not always enough; inconclusive means no clear call, values can overlap the other calls; further: plate controls were buffer without enzyme for full effect and enzyme alone for no effect
FadD28 FP inh: blocks FadD28 binding to the bisubstrate probe. fluorescence polarization. inhibition, % at 12.5 µM. hit rate 0.22% among 360,000; in the data active means inhibition above about 8.5%, passing the limit was not always enough; inconclusive means no clear call, values can overlap the other calls
Y pestis TopoI: inhibitors of Yersinia pestis topoisomerase I. AID 504884. hit rate 0.064% among 360,000. activity, % at 10 µM. Y. pestis Topo-I cleavage product accumulation, plate reader; in the data active means activity above about 50%, passing the limit was not always enough; inconclusive means no clear call, values can overlap the other calls; further: inactives centre near 2
TcdB GH inh: inhibitors of Clostridioides difficile toxin B glycohydrolase | P18177 | TcdB glycohydrolase enzymatic assay, plate reader | inhibition, % at 9.99 µM | hit rate 0.24% among 350,000 | AID 652162; in the data active means inhibition above about 10%
Target sequence (P18177 whole entry, looked up): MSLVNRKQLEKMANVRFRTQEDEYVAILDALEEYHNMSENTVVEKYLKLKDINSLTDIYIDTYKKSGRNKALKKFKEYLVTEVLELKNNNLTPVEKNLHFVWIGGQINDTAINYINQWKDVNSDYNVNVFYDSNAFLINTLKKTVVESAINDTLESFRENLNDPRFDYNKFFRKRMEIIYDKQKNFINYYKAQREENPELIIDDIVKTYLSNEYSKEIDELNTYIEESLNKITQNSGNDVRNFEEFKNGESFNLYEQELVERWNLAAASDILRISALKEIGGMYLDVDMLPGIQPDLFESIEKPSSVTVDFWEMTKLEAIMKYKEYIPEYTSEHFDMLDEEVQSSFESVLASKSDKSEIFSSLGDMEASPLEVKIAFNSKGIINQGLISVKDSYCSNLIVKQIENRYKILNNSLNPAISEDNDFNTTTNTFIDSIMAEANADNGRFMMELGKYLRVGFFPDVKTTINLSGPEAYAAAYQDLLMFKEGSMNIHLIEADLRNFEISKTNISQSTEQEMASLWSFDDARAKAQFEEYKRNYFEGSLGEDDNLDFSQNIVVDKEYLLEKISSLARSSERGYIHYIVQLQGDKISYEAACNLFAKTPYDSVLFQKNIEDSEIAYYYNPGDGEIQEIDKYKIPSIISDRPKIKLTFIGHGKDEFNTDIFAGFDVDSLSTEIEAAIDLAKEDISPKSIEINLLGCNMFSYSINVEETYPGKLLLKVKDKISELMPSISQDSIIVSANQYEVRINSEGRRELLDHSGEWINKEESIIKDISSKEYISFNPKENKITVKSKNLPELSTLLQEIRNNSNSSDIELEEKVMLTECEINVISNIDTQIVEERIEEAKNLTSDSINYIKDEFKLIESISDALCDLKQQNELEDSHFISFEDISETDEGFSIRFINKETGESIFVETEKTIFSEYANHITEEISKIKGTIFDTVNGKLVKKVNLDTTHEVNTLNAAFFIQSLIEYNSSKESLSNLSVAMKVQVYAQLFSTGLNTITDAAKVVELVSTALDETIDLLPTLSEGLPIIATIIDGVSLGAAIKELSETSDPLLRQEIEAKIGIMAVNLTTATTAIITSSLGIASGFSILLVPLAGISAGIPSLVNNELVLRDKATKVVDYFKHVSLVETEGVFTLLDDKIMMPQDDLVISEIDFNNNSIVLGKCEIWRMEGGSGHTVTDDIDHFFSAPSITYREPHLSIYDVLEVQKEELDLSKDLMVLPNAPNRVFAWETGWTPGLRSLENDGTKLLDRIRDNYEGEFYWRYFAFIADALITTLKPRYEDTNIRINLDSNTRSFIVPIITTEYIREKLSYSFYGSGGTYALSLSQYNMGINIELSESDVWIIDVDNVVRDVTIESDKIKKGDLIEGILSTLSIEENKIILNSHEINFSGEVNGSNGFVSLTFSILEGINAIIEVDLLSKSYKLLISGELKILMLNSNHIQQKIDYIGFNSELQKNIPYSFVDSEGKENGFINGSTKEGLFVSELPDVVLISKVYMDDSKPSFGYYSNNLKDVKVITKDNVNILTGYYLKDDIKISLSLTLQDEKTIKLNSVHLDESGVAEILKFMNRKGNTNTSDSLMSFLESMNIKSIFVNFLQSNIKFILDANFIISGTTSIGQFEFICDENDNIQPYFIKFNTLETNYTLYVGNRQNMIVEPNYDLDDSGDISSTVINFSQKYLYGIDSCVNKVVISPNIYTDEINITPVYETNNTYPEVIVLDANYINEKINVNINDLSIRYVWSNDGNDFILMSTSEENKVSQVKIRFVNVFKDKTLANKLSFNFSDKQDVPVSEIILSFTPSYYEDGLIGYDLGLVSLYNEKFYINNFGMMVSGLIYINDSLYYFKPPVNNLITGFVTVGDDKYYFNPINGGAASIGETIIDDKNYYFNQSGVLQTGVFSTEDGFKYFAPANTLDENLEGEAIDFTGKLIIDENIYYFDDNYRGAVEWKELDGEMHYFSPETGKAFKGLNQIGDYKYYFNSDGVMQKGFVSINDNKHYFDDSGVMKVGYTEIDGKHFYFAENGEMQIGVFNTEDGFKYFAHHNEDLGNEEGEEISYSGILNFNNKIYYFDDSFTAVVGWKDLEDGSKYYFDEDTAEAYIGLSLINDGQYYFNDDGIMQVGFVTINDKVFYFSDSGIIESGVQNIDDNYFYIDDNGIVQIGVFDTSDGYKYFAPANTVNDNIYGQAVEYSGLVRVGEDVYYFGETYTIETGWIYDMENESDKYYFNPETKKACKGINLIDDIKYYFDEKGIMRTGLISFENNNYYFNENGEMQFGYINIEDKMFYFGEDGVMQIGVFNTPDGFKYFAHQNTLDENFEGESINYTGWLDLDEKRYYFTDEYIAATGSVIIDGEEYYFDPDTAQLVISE
Anthrax LF prot: inhibitors of Bacillus anthracis lethal factor protease; P15917; multiplex microsphere protease cleavage assay, LF; inhibition, % at 10 µM; hit rate 0.12% among 360,000; AID 588501; further: plate controls were buffer without enzyme for full effect and enzyme alone for no effect
PrPC surface inh: cell surface PrPC inhibition, primary TR-FRET screen | P04156 | TR-FRET read-out | inhibition, % at 13.8 µM | hit rate 0.43% among 370,000 | AID 720596; in the data active means inhibition above about 24%; further: 0% = median of the test wells and 100% = reference compound wells
Active calls of the source: *; ? = inconclusive; . = not tested or not shown. Unless noted, no stated cut-off is given here; in the data, active means inhibition above about 30%; inconclusive means no clear call, values can overlap the other calls; inactive means below that.

cpd	canonical_smiles	PfHsp40 rescue	CCHFV vOTU inh	BoNT A protease	BoNT-F LC inh	FadD28 FP inh
1	CNC(=S)N1N=C(c2ccc(C)cc2)CC1c1ccc(OC)cc1 (configuration not stated)	6.0	1	0.2	2	-5.7
2	COc1ccc(CCN2C(=O)CCC3=C2CCC3=O)cc1OC	.	.	0.6	-6	2.0
3	CC(=O)Nc1cccc(C(=O)/C=C/c2ccc(Br)cc2)c1	-1.0	6	-0.9	-3	-3.6
4	Cc1ccc(C)c(SCC(=O)Nc2ccc(S(=O)(=O)Nc3ncccn3)cc2)c1	-1.2	7	0.3	-4	-2.6
5	Cc1ccc(-c2cc(C(=O)Nc3ccc(S(=O)(=O)Nc4ncccn4)cc3)[nH]n2)c(O)c1C	0.3	3	0.9	1	0.0
6	COC(=O)c1ccc2c(=O)n(CCCCCC(=O)NCc3ccccc3)c(=O)[nH]c2c1	-0.9	-4	-0.7	8	-1.5
7	CCOC(=O)c1sc(N2C(=O)C(O)=C(C(=O)c3ccc(C)o3)C2c2ccc(OC)c(OC)c2)nc1C (configuration not stated)	42*	5	2.6	7	-5.3
8	Cc1cc(NC(=O)C2CC(c3ccccc3Cl)=NO2)no1 (configuration not stated)	1.0	6	-0.2	-4	-1.9
9	CCN(CC)C(=O)Cn1cc(S(=O)(=O)CC(=O)NCc2ccc(C)cc2)c2ccccc21	1.2	5	0.7	-5	-2.2
10	COC(=O)c1ccc(NC(=S)N2CCN(Cc3ccccc3OC)CC2)cc1	-1.8	13	0.1	-5	-4.7
11	Cc1ccccc1C(=O)N1CCN(c2ccc(NC(=O)c3cccnc3)cc2)CC1	1.4	4	-0.5	0	0.7
12	CC(C(=O)Nc1cc([N+](=O)[O-])ccc1Cl)N1CCN(c2ccccc2O)CC1 (configuration not stated)	0.5	15	0.1	-7	-1.1

cpd	Y pestis TopoI	TcdB GH inh	Anthrax LF prot	PrPC surface inh
1	12	.	2	-18
2	.	.	-5	.
3	0	1.3	-1	14
4	2	-4.2	-3	10
5	-3	0.6	7	-5
6	1	.	-9	2
7	11	-0.1	2	4
8	10	.	2	6
9	10	-0.1	3	-6
10	14	0.3	-2	3
11	0	0.2	-4	10
12	17	.	-1	-16

(more compounds)
cpd	canonical_smiles	PfHsp40 rescue	CCHFV vOTU inh	BoNT A protease	BoNT-F LC inh	FadD28 FP inh
13	COCCN(C(=O)c1snc(C(N)=O)c1N)C(C(=O)NC1CCCC1)c1cc(OC)c(OC)c(OC)c1 (configuration not stated)	-0.6	-4	0.3	-1	2.1
14	CC1=NN(C(=O)c2ccc(Cl)cc2)C(O)(c2ccccc2)C1 (configuration not stated)	-1.1	-5	-1.5	-5	-0.1
15	COc1ccc(OC)c(NC(=S)NCc2cccs2)c1	1.6	-10	-0.5	-3	-0.2
16	C=CCN(CC=C)C(=O)CN1C(=O)c2ccccc2C1=O	-1.7	-1	-1.5	0	-2.5
17	CCOc1cc(C(N)=O)cc(Br)c1OCC	1.2	-6	-0.2	-6	-1.1
18	COc1ccccc1NC(=O)CSc1nnnn1-c1ccc(F)cc1	6.2	-4	.	.	-0.4
19	CCOC(=O)C1CCCN(C2=NC(=O)/C(=C/c3ccc(N(C)C)cc3)S2)C1 (configuration not stated)	-0.8	7	2.5	-2	-0.7
20	COc1ccc(/C=C(/NC(=O)c2ccccc2)c2nc3ccc(Cl)cc3[nH]2)cc1OC	-0.4	-5	1.7	-11	-2.2
21	COc1ccccc1C(=O)NNC(=O)C(=O)Nc1cccc(Cl)c1C	-0.4	13	-1.8	-8	0.0
22	CCCCN(CC)C(=O)c1n[nH]c(=O)c2ccccc12	0.3	-3	0.4	7	-0.2
23	CCC1=NN2C(=N)/C(=C\c3cccn3-c3ccc(C)cc3C)C(=O)N=C2S1	-0.2	4	0.1	2	-5.4
24	CC(=NCc1ccc2c(c1)OCO2)c1c(O)n(C)c(=O)n(C)c1=O	0.7	-4	-0.5	-4	-2.5

cpd	Y pestis TopoI	TcdB GH inh	Anthrax LF prot	PrPC surface inh
13	-1	-0.9	4	-7
14	9	0.3	-3	2
15	-1	2.5	-2	7
16	-3	.	-8	3
17	7	3.5	-3	4
18	-1	1.2	.	10
19	4	0.1	2	-20
20	26	2.3	0	6
21	4	-0.5	-1	-7
22	33	.	-1	-8
23	11	-1.3	-1	-7
24	-1	.	-5	21

Part of the list above in a different format.
cpd | mol | PfHsp40 rescue | CCHFV vOTU inh | BoNT A protease | BoNT-F LC inh | FadD28 FP inh | Y pestis TopoI | TcdB GH inh | Anthrax LF prot | PrPC surface inh
22 | CCCCN(CC)C(=O)c1n[nH]c(=O)c2ccccc12 | 0.3 | -3 | 0.4 | 7 | -0.2 | 33 | . | -1 | -8
23 | CCC1=NN2C(=N)/C(=C\c3cccn3-c3ccc(C)cc3C)C(=O)N=C2S1 | -0.2 | 4 | 0.1 | 2 | -5.4 | 11 | -1.3 | -1 | -7

Later entries.
cpd	canonical_smiles	PfHsp40 rescue	CCHFV vOTU inh	BoNT A protease	BoNT-F LC inh	FadD28 FP inh
25	COC(=O)c1sc2ncccc2c1OCc1ccccc1Cl	0.1	-5	2.4	0	-4.7
26	Cn1c(C(=O)O)c(CC(=O)Nc2ccccc2F)c2ccccc21	-1.7	12	0.0	11	-4.4
27	CCC(=O)Nc1cc(C(=O)O)ccc1Sc1ccccc1	2.2	2	-0.5	-3	-2.9
28	C=C[C@@H](C)N(Cc1ccc(OC)cc1)S(=O)(=O)N(Cc1ccccc1)[C@H](C=C)C(C)C	1.4	6	-0.1	8	-0.8
29	CC(C)C[C@H]1CN=C(N(C)C)N1CC(C)C	-0.6	7	-0.1	-6	1.3
30	COc1ccc(C2=Nc3ccccc3NC(=O)C2N(C(=O)c2cnc(C)cn2)c2ccc(N3CCOCC3)cc2)cc1 (configuration not stated)	.	3	-0.3	-2	-1.3
31	NCCCC[C@@H]1NC(=O)c2cc([N+](=O)[O-])cc(I)c2SC[C@@H](C(N)=O)NC(=O)[C@H](Cc2ccc(O)cc2)NC1=O	-0.1	.	0.2	-17	-3.2
32	CCOC(=O)c1c(C)nc2sc(C(N)=O)c(N)c2c1-c1ccccc1	-0.2	14	0.5	-4	0.6
33	COc1cc(OC)cc(-c2c(Sc3ccccc3)c3cc(-c4cnc(OC)nc4)ccc3n2C)c1	.	0	-0.8	-8	.
34	C=CCc1ccccc1OCC(O)CN1CCN(c2ccc(C)cc2)CC1 (configuration not stated)	-1.1	26	0.4	0	-1.5
35	COc1ccc(CNC(=S)Nc2cccc(C)c2)cc1	0.5	8	-1.4	-20	-1.7
36	CCN(CC)S(=O)(=O)c1ccc(NC=C(C#N)C#N)cc1	-1.8	17	-1.0	2	-1.1

cpd	Y pestis TopoI	TcdB GH inh	Anthrax LF prot	PrPC surface inh
25	6	.	-7	0
26	7	.	0	9
27	3	-0.8	2	3
28	15	-0.3	-6	1
29	10	0.5	-6	7
30	.	-3.2	-3	3
31	-11	.	-8	.
32	-7	.	-12	-6
33	.	0.5	-5	-1
34	-5	-10	-7	1
35	-5	.	-3	-3
36	3	0.8	-4	-3

(continued)
cpd	canonical_smiles	PfHsp40 rescue	CCHFV vOTU inh	BoNT A protease	BoNT-F LC inh	FadD28 FP inh
37	O=C(NNc1ccc(-c2csnn2)cc1)c1cc(Cl)cc(Cl)c1	.	0	.	.	-1.2
38	Cc1ccc(NC(=O)NNC(=O)COc2ccc3ccccc3c2)cc1	-1.8	-1	-3.9	-12	-2.8
39	O=C(NCc1cccnc1)c1csc2c1CCCC2	-0.8	8	-1.1	-2	-0.4
40	c1ccc(CO/N=C(\c2ccc(C3CC3)nc2)C2CC2)cc1	21	-7	-0.4	-3	-1.0
41	CCOC(=O)CSc1nc(N)nc(C)c1Br	-0.2	5	-0.7	?	-4.7
42	CCOC(=O)[C@]12CCC=C1N(CCC1=CCCCC1)C(=O)[C@H](CC(=O)NCc1ccc(C)o1)C2	.	7	0.0	4	.
43	CCn1nc(NC(=O)C(C)C)c2cc3cccc(C)c3nc21	0.0	6	1.4	-9	-0.3
44	Cc1ccc(-c2nc3ccccc3c(=O)o2)cc1	-1.3	-4	1.5	11	-0.9
45	COc1ccc(NC(=O)C2CCCN(c3cnccn3)C2)c(OC)c1 (configuration not stated)	-0.1	-6	1.9	15	-0.5
46	C#CCOCCOCCOCCNc1nc(N2CCN(C(=O)[C@H]([C@@H](C)CC)n3cc(CCC(=O)O)nn3)CC2)nc(N2CCN(C(=O)[C@H](CCCCN)n3cc(CCCC)nn3)CC2)n1	-2.3	-10	-0.5	-6	-4.7
47	O=C(CSC1=NC2(CCCCC2)N=C1c1ccccc1)Nc1ccc2c(c1)OCCO2	1.2	-1	0.8	-4	-3.1
48	COc1ccc2c(c1)C(CC(=O)NN)CCC2 (configuration not stated)	0.4	22	0.4	3	-0.1

cpd	Y pestis TopoI	TcdB GH inh	Anthrax LF prot	PrPC surface inh
37	-4	18*	.	27*
38	9	-0.6	1	2
39	13	.	-2	-4
40	32	0.0	-5	-1
41	1	.	2	-2
42	.	-0.4	4	-5
43	-5	0.6	-9	-8
44	5	9.2	3	2
45	-3	0.3	-3	4
46	19	2.5	-4	4
47	18	0.8	-1	-3
48	2	-0.1	9	10

(listing goes on)
cpd	canonical_smiles	PfHsp40 rescue	CCHFV vOTU inh	BoNT A protease	BoNT-F LC inh	FadD28 FP inh
49	CC(=O)c1cccc(NC(=O)CCCNC(=O)c2ccc(Cl)cc2)c1	0.0	3	2.4	19	-1.0
50	CCC(=O)Nc1ccc(C(=O)NNC(=O)C(c2ccccc2)c2ccccc2)cc1	-1.8	16	-0.7	-1	-1.2
51	O=C1C=C(N2CCOCC2)CCC1	-0.8	-4	-0.6	-11	-0.2
52	CC(=O)C1=C(O)C(=O)N(c2ccc(O)cc2)C1c1cccc(F)c1 (configuration not stated)	0.2	4	0.1	-10	0.4
53	CC(=O)Nc1nc(SCCCc2ccccc2)n[nH]1	-0.6	8	-0.5	4	-1.0
54	CC(CO)(CO)N=Cc1c(O)n(-c2cccc3ccccc23)c(=O)[nH]c1=O	-0.7	8	1.2	?	-3.3
55	CCOC(=O)c1c(C)nc2ccccn12	0.4	-15	-0.1	-4	0.6
56	Cc1cccc2sc(NC(=O)CN(C)S(=O)(=O)c3ccc(Br)s3)nc12	0.9	6	0.6	2	-3.0
57	CC(=O)c1ccc(NC(=O)Nc2sc(NS(=O)(=O)c3ccccc3)nc2C)cc1	-0.8	-4	-2.1	2	4.6
58	COC(=O)c1ccc2c(c1)NC(=O)C1CCCN21 (configuration not stated)	.	.	-0.4	-1	-3.0

cpd	Y pestis TopoI	TcdB GH inh	Anthrax LF prot	PrPC surface inh
49	6	0.6	-4	-3
50	6	.	-3	8
51	-6	.	-9	-4
52	7	2.9	0	2
53	5	.	-2	-3
54	3	.	1	-3
55	-2	.	-1	7
56	10	.	-2	-1
57	-1	-1.6	2	-1
58	8	.	-1	.

No enrichment for hits; about 2.3% have a hit in one of these screens.
